Screening data (PubChem)
BRCA1 expr up = qHTS Assay to Identify Small Molecule Activators of BRCA1 Expression | MCF7-BRCA1-FFLuc reporter, luminescence, 48 h; response scale: scaled: vehicle 0%, 10 µM genistein 100% | Potency, µM (top dose mostly 46.1 µM), inactives show top-dose activation, usual class: activators | 380,000 tested, 1.1% active | AID 624202, 2012; also: potency is read from the fitted curve at half-maximal effect; nearly all actives have a fitted effect of over 80% in size; some results filed as inactive show a strong effect at the top dose
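MCF7-BRCA1-FFLuc, 2000 cells/well; 2 h attach, 37 °C/5% CO2; compound 48 h; luciferase substrate 15 min; luminescence end-point. Norm. to genistein 10 microM max activation and DMSO; concentration-response curves fitted.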
p53 reactivator = qHTS assay for re-activators of p53 using a Luc reporter; H1299 p53-A138V BP100-luciferase reporter, luminescence, 24 h; Potency, µM (doses to about 92.2 µM), without a hit: top-dose activity change, positive = activation, actives largely listed as activators; 320,000 tested, 0.063% active; also: potency is read from the fitted curve at half-maximal effect; % of control where 0% means no effect; nearly all actives have a fitted effect of over 45% in size
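H1299 (p53-null), stable ts p53-A138V + BP100-Luc; 1000 cells/well, Opti-MEM/10% FBS; cpd 4 pt, 1:5; 24 h, 37 deg C, 5% CO2; detection reagent 10 min RT; luminescence.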
AT treatment = qHTS Assay for Identifying a Potential Treatment of Ataxia-Telangiectasia | 320,000 tested, 0.19% active | […] A-T fibroblasts, KAP-1 phosphorylation AlphaLISA; neocarzinostatin DNA damage 30 min before lysis | AID 485349, 2010 | Potency, µM (series often up to 57.5 µM), without a hit: at the highest dose activation, usual class: activators; also: potency is read from the fitted curve at half-maximal effect; % of control where 0% means no effect; nearly all actives have a fitted effect of over 45% in size
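ATM-like activity read as KAP-1 phosphorylation via AlphaLISA donor/acceptor antibody pairs after lysis and 6 hr at 25C. Cells were ATM-null patient fibroblasts ([…], hTERT), dosed 60 min, then exposed to the DSB inducer NCS for 30 min.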
PTAP TSG101 blk = qHTS Assay for Iinhibitors of HIV-1 Budding by Blocking the Interaction of PTAP/TSG101. Potency, µM (doses to about 115 µM), without a hit: top-dose activity change, negative = inhibition, most hits filed as inhibitors. AID 493005, 2010. Fluorescence polarization, FITC-PTAP peptide / Tsg101 binding. 340,000 tested, under 10 active. Tumor susceptibility gene 101 protein (Homo sapiens), Q99816; active = well fitted inhibition curve with a large enough effect in the main read-out, with a control signal flat, not every such curve was filed as active; inconclusive = small, poorly fitted or top-dose-only effect, or effect the other way, or a change in a side signal; inactive = no such curve, though single readings can be large or run the other way; also: potency is read from the fitted curve at half-maximal effect; % of control where 0% means no effect
Target sequence (Q99816 whole entry, looked up): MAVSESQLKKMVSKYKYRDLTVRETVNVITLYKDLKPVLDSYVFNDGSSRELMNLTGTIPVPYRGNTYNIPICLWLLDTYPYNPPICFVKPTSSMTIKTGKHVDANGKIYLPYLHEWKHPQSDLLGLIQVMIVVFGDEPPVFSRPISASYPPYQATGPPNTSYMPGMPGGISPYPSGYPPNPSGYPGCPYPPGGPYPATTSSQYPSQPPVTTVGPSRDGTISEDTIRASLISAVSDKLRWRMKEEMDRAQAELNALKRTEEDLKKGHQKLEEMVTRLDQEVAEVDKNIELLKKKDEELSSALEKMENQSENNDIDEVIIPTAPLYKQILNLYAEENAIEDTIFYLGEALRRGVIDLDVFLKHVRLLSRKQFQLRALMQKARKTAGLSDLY
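Fluorescence polarization binding of Tsg101 binding domain (10 uM final) to FITC-labeled PTAP peptide (50 nM final) in HEPES pH 7.5 buffer with NaCl, Tween 20, EDTA, TCEP. Compounds added before peptide; binding 20 min at RT.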
B2AR arrestin = qHTS assay of beta-arrestin-biased ligands of beta2-adrenergic receptor; beta-arrestin recruitment to beta2AR, cell-based reporter; Beta-2 adrenergic receptor (Homo sapiens), P07550; 330,000 tested, 0.02% active; Potency, µM (titrated, usually from 46.1 µM), for inactives: at the top dose activation, most hits filed as activators;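 also: potency is read from the fitted curve at half-maximal effect; 0% = DMSO controls and full agonism = EC100 isoproterenol or metaproterenol; nearly all actives have a fitted effect of over 65% in size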
Target sequence (P07550 whole entry, looked up): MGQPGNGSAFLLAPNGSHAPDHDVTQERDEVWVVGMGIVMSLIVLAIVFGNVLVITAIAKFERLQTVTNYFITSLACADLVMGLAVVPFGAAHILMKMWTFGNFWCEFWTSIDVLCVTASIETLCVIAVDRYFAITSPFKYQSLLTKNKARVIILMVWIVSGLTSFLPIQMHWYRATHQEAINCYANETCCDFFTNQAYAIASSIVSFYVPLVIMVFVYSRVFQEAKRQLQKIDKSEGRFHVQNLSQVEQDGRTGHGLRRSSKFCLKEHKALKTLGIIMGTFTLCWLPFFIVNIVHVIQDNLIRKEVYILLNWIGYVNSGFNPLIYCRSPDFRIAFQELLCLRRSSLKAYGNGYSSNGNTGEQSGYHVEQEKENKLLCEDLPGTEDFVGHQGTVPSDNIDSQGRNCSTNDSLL
Integrin act MD = qHTS for Activators of Integrin-Mediated Alleviation for Muscular Dystrophy. alpha7betagal myoblasts, beta-gal FDG fluorescence, 48 h. Potency, µM (highest dose often 38.3 µM), inactives show at the top dose activation, usual class: activators. 350,000 tested, 0.064% active;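 also: potency is read from the fitted curve at half-maximal effect; 100% = response of the positive control SU9516; nearly all actives have a fitted effect of over 60% in size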
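alpha7betagal+/- myoblasts (passage 13, 250/well) treated 48 h at 37C with compounds at 1:260 dilution of DMSO stock. Lysed, then beta-galactosidase activity read as FDG fluorescence (ex 480/em 540) after 30 min, with pre-read for autofluorescence.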
MLL CXXC-DNA inh = qHTS Fluorescence Polarization Assay for Inhibitors of MLL CXXC domain - DNA interaction; Potency, µM (series often up to 115 µM), for the others: at the highest dose activity change, negative = inhibition, hits mostly inhibitors; 290,000 tested, 0.037% active; Histone-lysine N-methyltransferase 2A (Homo sapiens), Q03164; AID 2662, 2010; MLL-CXXC / FITC-HOXA9 DNA fluorescence polarization; active = well fitted inhibition curve with a large enough effect in the polarisation, with a control signal flat, not every such curve was filed as active; inconclusive = small, poorly fitted or top-dose-only effect, or effect the other way, or a change in a side signal; inactive = no such curve, though single readings can be large or run the other way; the % refers to the polarisation; also: potency is read from the fitted curve at half-maximal effect
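Purified MLL-CXXC (added from a 7 uM solution) was preincubated 5 min at ambient with pinned compounds in 50 mM Tris-HCl pH 7.5, 50 mM NaCl, 1 mM DTT, 0.05% BSA. Fluorescein-labeled HOX-A9 DNA (50 nM solution) followed, 30 min, then polarization read.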
TCR activator = Activators of T cell receptors: qHTS campaign; primary human leukocytes, anti-CD3, IL-2 HTRF, 48 h; 330,000 tested, under 10 active; Potency, µM (doses to about 9.22 µM), for the others: at the top dose activation of IL-2 secretion, actives largely listed as activators; AID 504894, 2011; also: % of control where 0% means no effect
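Human primary leukocytes + a-CD3 beads + cpd, 48 hr; IL-2 in supernatant by HTRF (ex 320nm / em 665nm). No co-stimulatory signal supplied.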
ELG1 DNA repair = qHTS screen for small molecules that inhibit ELG1-dependent DNA repair in human embryonic kidney (HEK293T) cells expressing luciferase-tagged ELG1; HEK293T ELG1-luciferase reporter, luminescence, 16 h; DNA damage induced by 5-fluorouridine; Potency, µM (top dose mostly 46.1 µM), for inactives: at the highest dose activity change, negative = inhibition, hits mostly inhibitors; 330,000 tested, 2.3% active; AID 504467, 2011; also: potency is read from the fitted curve at half-maximal effect; % is scaled to controls: 0 for no effect and ±100 for the full control effect; nearly all actives have a fitted effect of over 55% in size
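Overnight (16 hr) co-exposure of 2,000 cells/well to 5-fluorouridine and compound at 37 °C preceded detection. Luciferase was quantified via ONE-Glo luminescence; loss of signal denotes inhibition.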
TRPV1 ag = HTS Assay for Compounds that Act as Agonists of the Vanilloid Receptor 1; Transient receptor potential cation channel subfamily V member 1 (Homo sapiens), Q8NER1; TRPV1-expressing cells, Fluo-8 calcium influx, agonist mode; activation, % at 8.33 µM; 320,000 tested, 0.19% active; AID 540275, 2011; in the data active = activation above about 80%; inconclusive = between about 30% and that limit; also: 0% is about no effect
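Cells expressing TRPV1 were dye-loaded with Fluo-8 and read kinetically: 10 s baseline, 3 min after compound (agonist portion), then 2 min after EC20 capsaicin (allosteric enhancer portion). Calcium-bound dye fluorescence at 480/520 nm.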
An asterisk follows results filed as active; ? = inconclusive; nt = not tested or not shown; [ ] = remark or other dose. Unless noted, calls follow the shape of the dose curve; as a rule, active = well fitted curve in the direction sought with a large enough effect; inconclusive = small, poorly fitted or top-dose-only effect, or another doubt; inactive = no such curve, though single readings can be large; an effect the other way counts as inactive or inconclusive.

#1 COc1ccc(-c2nnc(NC(=O)CSc3ccc(C)cc3)s2)cc1OC
#2 Cc1ccc(Cl)cc1S(=O)(=O)N1CCC(C(=O)NC2CCN(Cc3ccccc3)CC2)CC1
#3 OCCN1CCN(CC#CCC(c2ccccc2)c2ccccc2)CC1
#4 O=C(O)CSC(=S)N1CCCC1
#5 O=C(Nc1ccc2c(c1)OCO2)N1CCN(c2ccc(F)cc2)CC1
#6 C=CCn1cc(C(=O)NCCCOC)c(=O)c2cc(S(=O)(=O)N(CC)CC)ccc21
#7 COC(=O)C(NC(C)=O)(Nc1ccc(Br)cc1)C(=O)OC
#8 C[C@H](CO)N1C[C@H](C)[C@@H](CN(C)S(=O)(=O)c2ccccc2)Oc2ccc(NC(=O)Nc3ccc(C(F)(F)F)cc3)cc2C1=O
#9 Cc1cc(S(=O)(=O)N2CCOCC2)ccc1OCC(=O)N1CCCCC1
#10 O=S1(=O)NC(=NCCOCCO)c2ccccc21
Assay by compound	1	2	3	4	5	6	7	8	9	10
BRCA1 expr up	-5%	-46%	-15%	-1%	?	-4%	-19%	-13%	-10%	-7%
p53 reactivator	7%	6%	-4%	0%	-8%	-2%	3%	-3%	0%	-2%
AT treatment	-1%	-1%	2%	-5%	1%	-1%	12%	6%	28%	2%
PTAP TSG101 blk	1%	-3%	-2%	-5%	-1%	-6%	-7%	1%	0%	-1%
B2AR arrestin	-0.4%	0.0%	0.3%	0.3%	-0.4%	-0.6%	0.0%	3.2%	-0.3%	-0.1%
Integrin act MD	26%	3%	-37%	16%	-34%	-11%	22%	-32%	-16%	6%
MLL CXXC-DNA inh	10%	-6%	-8%	1%	3%	8%	-1%	nt	-1%	-3%
TCR activator	-4%[46.1 µM]	11%	0%	1%	-15%	-6%	-4%	9%	-8%	9%
ELG1 DNA repair	7%	5.2µM*	11%	-5%	?	?	1%	21µM*	2%	4%
TRPV1 ag	-1	3	nt	0	?	20	-6	nt	-2	1

#11 Cc1ccc(-c2ccc(=O)n(CC(=O)NCCN(C)C)n2)cc1
#12 CCO[C@H]1OC(C(=O)N2CCCCCCC2)=C[C@@H](C2CCCCC2)[C@@H]1CCCO
#13 COc1ccc(NC(=O)COC(=O)Cc2c[nH]c3ccccc23)cc1Cl
#14 CCc1ccc(/C(C)=N\Nc2ccc([N+](=O)[O-])cc2)cc1
#15 N#CCSc1nc(-c2ccccc2)nc2ccc(F)cc12
#16 FC(F)(F)c1nc(Oc2ccccc2)c2ccccc2n1
#17 CC(=O)NCc1ccc(S(=O)(=O)N2CCN(c3ccccn3)CC2)cc1
#18 Cc1occc1C(=O)NCCCCc1ccccc1
#19 O=C(COC(=O)C1CC2CCCC(C1)C2=O)NC(=O)c1ccc(OC(F)F)cc1 (stereo not given)
#20 O=C(Nc1ccccc1N1CCN(C(=O)c2ccccc2)CC1)c1ccccc1Cl
Assay by compound	11	12	13	14	15	16	17	18	19	20
BRCA1 expr up	-3%	3%	-16%	61%	-43%	-18%	-26%	27%	5%	-23%
p53 reactivator	1%	-2%	7%	4%	nt	3%	-5%	8%	-13%	-2%
AT treatment	-3%	-6%	5%	3%	0%	5%	4%	6%	13%	-8%
PTAP TSG101 blk	-3%	-13%	-1%	1%	-1%	-2%	-3%	-4%	-1%	-7%
B2AR arrestin	-1.1%	-0.1%	0.7%	-0.5%	-0.3%	-0.1%	-0.3%	0.5%	-0.5%	0.2%
Integrin act MD	19%	-12%	-3%	-6%	20%	-18%	-39%	2%	?	9%
MLL CXXC-DNA inh	3%	5%	nt	6%	22%	-1%	-10%	-9%	?	-5%
TCR activator	8%	6%	-1%	-4%	-2%	-7%	9%	-4%	1%	-3%
ELG1 DNA repair	-4%	11%	3%	?	4%	?	3%	21%	13%	?
TRPV1 ag	-1	?	nt	2	15	10	2	0	-5	-1

#21 O=C(CN1CCC(NC(=O)Cc2ccccc2)CC1)Nc1cccc2ccccc12
#22 O=C(NNC(=S)Nc1ccc(F)c(Cl)c1)c1ccccc1Br
#23 Cc1ccc(C)c(CN2CCC(CNC(=O)Nc3ccc(C)c(F)c3)CC2)c1
#24 CC1(C)CC(NC(=O)COc2ccc([N+](=O)[O-])cc2)CC(C)(C)N1
#25 CC1(C)Cc2c(sc3c2C2=NCCN2C=N3)CS1
#26 COc1ccc(C2=NCCc3cc(OC)c(OC)cc32)cc1
#27 CCOC(=O)N1CCN(C(=O)CSc2ccc(-c3cccnc3)nn2)CC1
#28 Cc1ccc(SCC(=O)Nc2ccc(N3CCOCC3)cc2)cc1C
#29 NC(=O)[C@@H]1CCCCNc2c(F)cc([N+](=O)[O-])cc2C(=O)N[C@@H](CC(=O)O)C(=O)N[C@@H](CCC(=O)O)C(=O)N1
#30 Cc1nn(-c2ccccc2)c(Oc2ccccc2)c1C=O
Assay by compound	21	22	23	24	25	26	27	28	29	30
BRCA1 expr up	6%	25%	-75%[inhibitor]	21%	9%	-7%	nt	9%	0%	-15%
p53 reactivator	-2%	0%	5%	10%	-5%	-9%	10%	7%	-1%	-4%
AT treatment	-2%	-1%	-1%	4%	nt	-2%	-1%	-1%	-10%	19%
PTAP TSG101 blk	-7%	0%	-1%	1%	3%	-5%	nt	-2%	-5%	2%
B2AR arrestin	-0.2%	-0.3%	0.1%	0.0%	0.1%	-1.0%	0.3%	-0.1%	-0.4%	-0.1%
Integrin act MD	-25%	19%	-71%[inhibitor]	24%	15%	25%	nt	25%	23%	-5%
MLL CXXC-DNA inh	-3%	?	18%	-9%	8%	11%	-6%	nt	-3%	9%
TCR activator	-4%	1%	-6%	0%	-44%	5%[46.1 µM]	nt	2%	-2%	2%[46.1 µM]
ELG1 DNA repair	-2%	?	2%	-8%	-17%	-5%	4%	-2%	17%	1%
TRPV1 ag	?	21	?	-2	26	1	-1	23	-4	11

#31 O=C(CNS(=O)(=O)c1ccc2ccccc2c1)Nc1ccc(F)c(F)c1F
#32 CCCOc1cc(CN2CCCCC2)cc(C(C)=O)c1
#33 COc1ccc(C(=O)NC(=S)Nc2ccc3c(c2)Cc2ccccc2-3)cc1
#34 Cc1cccc(Cn2c(C)c(C)c3cc(C(=O)NCCN4CCOCC4)ccc32)c1
#35 Cc1ccc(NC(=O)Cc2ccc(Cl)cc2)nc1
#36 O=C(CSC1=NS(=O)(=O)c2cc(Cl)ccc2N1)Nc1ccccc1C(F)(F)F
#37 CCOC(=O)Cc1csc(NC(=O)CSC2=NCCS2)n1
#38 Cc1ccc(CN(C(=O)COc2cccc(C)c2C)C2CCS(=O)(=O)C2)o1 (stereo not given)
#39 O=C(CN(CC1CCCO1)C(=O)CCC(=O)Nc1nccs1)NCC1CCCO1 (stereo not given)
Assay by compound	31	32	33	34	35	36	37	38	39
BRCA1 expr up	2%	-11%	-29%	3%	20%	-29%	-29%	-28%	-4%
p53 reactivator	1%	nt	4%	-10%	nt	3%	-8%	-22%	14%
AT treatment	-5%	nt	-2%	-3%	nt	-2%	1%	2%	3%
PTAP TSG101 blk	-5%	-1%	0%	-10%	-5%	-4%	-7%	0%	-5%
B2AR arrestin	-0.1%	nt	-0.5%	-0.8%	nt	-1.7%	-0.9%	0.8%	-0.7%
Integrin act MD	-15%	-21%	27%	-29%	-13%	-2%	-17%	9%	-2%
MLL CXXC-DNA inh	nt	4%	11%	-3%	nt	nt	3%	21%	-9%
TCR activator	-7%	-1%	-4%	1%	0%	-3%	1%	4%	-3%
ELG1 DNA repair	-10%	nt	-3%	7%	nt	3%	0%	0%	7%
TRPV1 ag	14	1	4	22	nt	0	-3	0	0

2 records picked at random from those above, as already listed:
#27 CCOC(=O)N1CCN(C(=O)CSc2ccc(-c3cccnc3)nn2)CC1
#7 COC(=O)C(NC(C)=O)(Nc1ccc(Br)cc1)C(=O)OC
Assay by compound	27	7
BRCA1 expr up	nt	-19%
p53 reactivator	10%	3%
AT treatment	-1%	12%
PTAP TSG101 blk	nt	-7%
B2AR arrestin	0.3%	0.0%
Integrin act MD	nt	22%
MLL CXXC-DNA inh	-6%	-1%
TCR activator	nt	-4%
ELG1 DNA repair	4%	1%
TRPV1 ag	-1	-6
